Screening results: PubChem, The Scripps Research Institute Molecular Screening Center
GPR151 ag: human GPR151 activation; Q8TDV0; PathHunter beta-arrestin GPR151 cells, luminescence; activation, % at 11.2 µM; actives 1% (n = 650,000); AID 1508602; in the data active = activation above about 4.9%;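 also: 0% = median of compound wells and 100% = cells with positive control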
MITF inh: inhibitors of human MITF; inhibition, % at 2.6 µM; O75030; actives 0.91% (n = 650,000); AlphaScreen MITF homodimerization, bead proximity signal; in the data active = inhibition above about 50%;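 also: 0% = vehicle wells with protein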
FBW7 act: activators of human E3 ligase FBW7; actives 0.13% (n = 650,000); normalized activity (activation), % at 26.1 µM; AlphaScreen FBW7–phospho-cyclin E peptide binding, activator screen; Q969H0; in the data active = normalized activity above about 1.9%;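 also: purified mutant Fbw7 with reduced substrate affinity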
Target sequence (Q969H0 whole entry, looked up): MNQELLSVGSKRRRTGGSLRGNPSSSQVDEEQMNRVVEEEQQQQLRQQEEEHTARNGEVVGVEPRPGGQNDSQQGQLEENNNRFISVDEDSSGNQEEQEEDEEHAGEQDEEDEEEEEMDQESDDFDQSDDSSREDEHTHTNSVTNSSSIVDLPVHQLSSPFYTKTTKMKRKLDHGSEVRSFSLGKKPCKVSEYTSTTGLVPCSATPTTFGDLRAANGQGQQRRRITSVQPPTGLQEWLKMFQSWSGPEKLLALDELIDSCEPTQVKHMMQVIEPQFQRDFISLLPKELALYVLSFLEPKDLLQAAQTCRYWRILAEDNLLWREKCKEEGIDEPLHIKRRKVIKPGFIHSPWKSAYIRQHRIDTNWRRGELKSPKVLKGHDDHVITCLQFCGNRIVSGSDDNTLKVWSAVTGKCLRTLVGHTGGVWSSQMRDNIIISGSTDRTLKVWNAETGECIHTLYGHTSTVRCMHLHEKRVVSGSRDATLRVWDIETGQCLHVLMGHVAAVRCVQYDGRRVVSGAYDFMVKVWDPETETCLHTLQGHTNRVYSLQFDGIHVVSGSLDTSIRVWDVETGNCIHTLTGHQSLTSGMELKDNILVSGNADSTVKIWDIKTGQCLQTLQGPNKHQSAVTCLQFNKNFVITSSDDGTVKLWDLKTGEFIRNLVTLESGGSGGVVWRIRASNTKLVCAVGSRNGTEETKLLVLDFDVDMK
TEAD-YAP block: TEAD-YAP interaction inhibition; HEK-TIYL cells, TEAD-Gal4/YAP UAS-luciferase luminescence; inhibition, % at 9.12 µM; actives 1.4% (n = 640,000); AID 1259422; in the data active = inhibition above about 32%;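 also: 0% = median of test compound wells and 100% = reference inhibitor wells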
* = called active by the depositor.

cpd	Compound	GPR151 ag	MITF inh	FBW7 act	TEAD-YAP block
1	CCCNC(=O)C(=O)Nc1ccc(CC)cc1	0.0	3	0.0	-59
2	COc1ccc(Nc2oc(C)cc(=O)c2C(C)=O)c(OC)c1	-0.9	15	0.2	0
3	Cc1cc(=O)[nH]c(NC2CCN(S(=O)(=O)c3ccc(C(F)(F)F)cc3)CC2)n1	0.0	24	0.9	14
4	CCOC(=O)c1c(NC(=O)C(C)Sc2nnc(CNC(=O)Cc3ccccc3)n2-c2ccccc2OC)sc2c1CCC2 (configuration not stated)	0.6	9	0.8	10
5	Cc1ccc2nc(-c3cccnc3)oc2c1	-3.5	3	0.0	-42
6	COc1ccccc1Nc1nc(-c2sc(C)nc2C)cs1	1.1	18	0.5	-50
7	N#Cc1c(NC(=O)CSc2nc3ccccc3[nH]2)sc2c1CCCC2	1.3	0	0.0	3
8	Cc1cccc(C2=N/C(=C\c3ccc(Br)cc3)C(=O)O2)c1	-1.5	11	0.1	3

Reformatted with values under each structure: part of the list above
Values run as follows: GPR151 ag | MITF inh | FBW7 act | TEAD-YAP block
6) COc1ccccc1Nc1nc(-c2sc(C)nc2C)cs1
    1.1 | 18 | 0.5 | -50
7) N#Cc1c(NC(=O)CSc2nc3ccccc3[nH]2)sc2c1CCCC2
    1.3 | 0 | 0.0 | 3

Next compounds follow.
cpd	Compound	GPR151 ag	MITF inh	FBW7 act	TEAD-YAP block
9	COc1ccc(Br)cc1C1N=C(c2cccc(Cl)c2)CC(c2ccccc2O)N1 (configuration not stated)	-1.8	-7	0.0	-32
10	CCCC(=O)Nc1cc(OC)c(NC(=O)NC2CCCCC2)cc1OC	0.2	14	-0.1	-7
11	C=CCOc1c(Br)cc(/C=c2\sc3n(c2=O)C(c2ccc(N(C)C)cc2)C(C(=O)OCC)=C(C)N=3)cc1OC (configuration not stated)	0.6	-13	0.1	-10
12	NC(=O)C1CCN(C(=O)c2nc(-c3cccnc3)no2)CC1	-0.1	-5	-0.2	-3
13	COc1ccc(C)cc1S(=O)(=O)n1c(C)nc2ccccc21	-0.9	-1	0.0	-14
14	Cc1ccc(CN2CCN(c3ccc4c(c3)OCO4)C2=O)cc1	-0.5	6	0.2	-9
15	COC(=O)C1=C(O)/C(=C\c2ccccc2Cl)N=C1C	-0.2	-9	-0.1	-7
16	C/C(CC(=O)Nc1ccc(Cl)cc1)=N\NC(=O)c1ccncc1	-0.2	-6	-0.3	-2

Some entries already given, reduced to FBW7 act.
nr	Structure	FBW7 act
10	CCCC(=O)Nc1cc(OC)c(NC(=O)NC2CCCCC2)cc1OC	-0.1
11	C=CCOc1c(Br)cc(/C=c2\sc3n(c2=O)C(c2ccc(N(C)C)cc2)C(C(=O)OCC)=C(C)N=3)cc1OC (configuration not stated)	0.1
12	NC(=O)C1CCN(C(=O)c2nc(-c3cccnc3)no2)CC1	-0.2
13	COc1ccc(C)cc1S(=O)(=O)n1c(C)nc2ccccc21	0.0
14	Cc1ccc(CN2CCN(c3ccc4c(c3)OCO4)C2=O)cc1	0.2
15	COC(=O)C1=C(O)/C(=C\c2ccccc2Cl)N=C1C	-0.1

Next part.
cpd	Compound	GPR151 ag	MITF inh	FBW7 act	TEAD-YAP block
17	CCOC(=O)C1=C(C)N=c2s/c(=C/c3cc(C)n(-c4ccc(Br)cc4)c3C)c(=O)n2C1c1ccccc1 (configuration not stated)	1.4	-11	0.1	6
18	CSc1ccc(CN2CCN(C(C)C)C(CCO)C2)cc1 (configuration not stated)	1.7	-5	-0.1	2
19	CN1CCN(c2ccnc3c(-c4ccc(CO)cc4)cnn23)CC1	0.8	-5	-0.3	-58
20	COc1ccc(CCNc2nc(-c3ccc(C(N)=O)cc3)nc3c2ncn3-c2ccsc2)cc1	0.3	-7	0.0	14
21	CCCOc1ccc(C2C(C(=O)OCC3CCCO3)=C(C)NC3=C2C(=O)CC(C)(C)C3)cc1OC (configuration not stated)	-0.7	2	-0.1	-8
22	CN1CCN(c2ccc(-c3ccc(C(=O)NCc4cccnc4)s3)cc2)CC1	-0.8	7	-0.2	20
23	CCN1CCOC(CC(=O)Nc2ccc(Cl)cc2)C1=O (configuration not stated)	1.0	-1	-0.3	-14
24	COc1ccc(-n2cc(-c3ccccc3)nc2SCC(=O)NCCc2ccccc2)cc1	0.2	5	0.0	5

More records follow.
cpd	Compound	GPR151 ag	MITF inh	FBW7 act	TEAD-YAP block
25	Cc1cc2c(s1)c1cnn(Cc3ccc(F)cc3)c(=O)c1n2C	-0.2	-7	-0.1	-6
26	CC1=NN(c2cccc(Cl)c2)C(=O)/C1=C/c1cn(Cc2ccc(Cl)c(Cl)c2)nc1-c1ccccc1	1.1	9	0.1	-3
27	CCS(=O)(=O)N1CCCc2ccc(NC(=O)c3cc(OC)cc(OC)c3)cc21	-0.1	15	0.2	-5
28	CCOc1ccc(CC2CC(=O)NC2=O)cc1 (configuration not stated)	2.6	8	0.1	3
29	O=C(NC1CCCCCCC1)c1ccccc1O	-0.7	-6	-0.1	-71
30	Nc1nc(NCCO)cc(NCc2ccc3c(c2)OCO3)n1	0.0	8	0.1	-1
31	Fc1cccc(-c2nnc3n2N=C(c2ccccc2)CS3)c1	1.1	15	-0.1	1
32	NS(=O)(=O)c1ncn(Cc2ccccc2)n1	-0.4	4	0.1	12

The listing continues:
cpd	Compound	GPR151 ag	MITF inh	FBW7 act	TEAD-YAP block
33	Cc1cc(-c2ccc(S(=O)(=O)NCc3cccnc3)cc2)on1	2.8	0	0.0	6
34	CCOC(=O)c1cn(CC)c2cc(F)c(OCC)cc2c1=O	-1.9	3	-0.2	7
35	COc1ccccc1-c1ncnn1-c1sc2c(c1C#N)CCCCCC2	2.7	9	0.0	-6
36	OCCCNCC(O)Cn1c2ccc(Cl)cc2c2cc(Cl)ccc21 (configuration not stated)	2.0	9	1.2	-11
37	CC(=O)Nc1ccc(Oc2ccc3c(c2)C(=O)N(c2ccc(O)cc2)C3=O)cc1	-1.8	-11	0.0	-13
38	Cc1ccc2c(C(=O)CCl)c(C)[nH]c2c1	-0.1	-1	-0.1	15
39	N/C(=N\OC(=O)COc1ccc(Br)cc1Cl)c1ccccn1	-4.1	6	0.0	16
40	O=c1c2sccc2[nH]c(=S)n1Cc1ccc2c(c1)OCO2	-0.3	9	0.7	-4

Later entries:
cpd	Compound	GPR151 ag	MITF inh	FBW7 act	TEAD-YAP block
41	CC1CCCN(S(=O)(=O)c2cccc(C(=O)OCC(=O)c3ccc(F)cc3)c2)C1 (configuration not stated)	0.7	-4	-0.1	-2
42	CCCNc1nnnc2c1cnn2-c1ccccc1	0.5	8	0.1	-34
43	OC(Cc1nc2ccccc2o1)c1ccccc1 (configuration not stated)	0.2	7	0.5	-57
44	O=C(Cn1cnc2c(nnn2Cc2ccccc2)c1=O)NCC1CCCO1 (configuration not stated)	4.4	-4	-0.1	-6
45	Fc1cccc(Cl)c1C1CC(c2cccnc2)Nc2ncnn21 (configuration not stated)	-1.2	-3	-0.1	5
46	COc1ccc(/C=N/NC(=O)CNC(=O)C(c2ccccc2)c2ccccc2)cc1[N+](=O)[O-]	-0.8	3	0.5	4
47	CCOC(=O)/C(=C/Nc1ccc(OC)cc1)NC(=O)c1ccc([N+](=O)[O-])cc1	1.5	-11	-0.2	7
48	COc1cc(S(=O)(=O)N2CCN(c3ccc(N4CCCC4)nn3)CC2)c(C)cc1C	2.6	-13	-0.2	1

More compounds follow.
cpd	Compound	GPR151 ag	MITF inh	FBW7 act	TEAD-YAP block
49	CCCOc1ccc(N2C(=O)CC(SCC(=O)Nc3ccc(Cl)cc3)C2=O)cc1 (configuration not stated)	2.1	2	0.2	15
50	COC(=O)C1=C(C)Nc2ncnn2C1c1ccc(OC)c(OC)c1 (configuration not stated)	-1.1	9	0.0	7
51	CC1=C(C(=O)Nc2ccccn2)C(c2ccc(C)cc2)C2=C(CCCC2=O)N1 (configuration not stated)	0.5	8	0.0	-2
52	c1coc(-c2nc3ccccc3nc2-c2ccco2)c1	-1.4	13	0.0	9
53	O=C(O)C1C2CCC(O2)C1C(=O)Nc1ccc2c(c1)OCCO2 (configuration not stated)	-1.2	5	0.0	8
54	O=C(NC(NCCOC12CC3CC(CC(C3)C1)C2)(C(F)(F)F)C(F)(F)F)c1cccs1	-0.2	6	0.3	1
55	CCCCOC(=O)C1=C(C)NC2=C(C(=O)CC(c3ccc(OC)cc3)C2)C1c1ccccc1OCc1ccccc1 (configuration not stated)	-0.4	2	-0.1	-5
56	COc1ccc(Br)c(C(=O)Nc2cc(C(=O)Nc3ccccc3F)ccc2N2CC3CC(C2)c2cccc(=O)n2C3)c1 (configuration not stated)	0.8	-1	-0.1	-11

(cont.)
cpd	Compound	GPR151 ag	MITF inh	FBW7 act	TEAD-YAP block
57	N/C(=N\OC(=O)Cc1ccc(Cl)cc1)c1cccc([N+](=O)[O-])c1	0.0	8	-0.2	2
58	COc1cc(C2NC(=O)NC(C)=C2C(=O)OCCOC(C)C)cc(Cl)c1O (configuration not stated)	-0.8	7	0.1	9
59	O=C(CCc1ccccc1)Nc1c2c(nn1-c1cccc(Cl)c1)CS(=O)(=O)C2	-0.5	-3	0.0	4
60	O=C(/C=C/c1ccc(Br)cc1)c1cccs1	-0.4	-6	-0.1	-21
61	O=C(CN1CCC(N2CCCCC2)CC1)c1ccc2cc[nH]c2c1	-0.8	-3	0.1	-5
62	CCOc1cccc(-c2cc(C(=O)Nc3sc4c(c3C(=O)OC)CCC(C(C)(C)C)C4)c3ccccc3n2)c1 (configuration not stated)	-0.7	20	1.3	-8
63	CCCOc1ccccc1/C=C1\Oc2ccc(C(=O)OC)cc2C1=O	-0.6	-1	-0.1	2
64	Cc1cc(C)n2nc(C)c(-c3ccc(Cl)cc3)c2n1	1.7	-3	0.1	-6

(next part)
cpd	Compound	GPR151 ag	MITF inh	FBW7 act	TEAD-YAP block
65	O=C(CN1C(=O)C2(OCCO2)c2ccccc21)NO	1.4	5	0.1	1
66	COc1ccc2c(c1)c(=O)c1ccccc1n2CC(=O)Nc1ccc(C(F)(F)F)cc1	-1.5	12	-0.1	-55
67	CCN(CC)c1cccc(Oc2cc(NC(=O)C34CC5CC(C3)CC(n3cnc(Cl)n3)(C5)C4)cc([N+](=O)[O-])c2)c1	0.1	13	0.2	2
68	O=C(O)c1ccc(NC(=O)c2cccc(S(=O)(=O)Nc3ccc(F)cc3)c2)cc1	-1.6	16	0.8	4
69	Cc1cnc(Nc2cnccn2)nc1NCc1cccnc1	-0.1	14	0.2	2
70	CCOC(=O)C1=C(C)N=C2SC(C)C(=O)N2C1c1cccc([N+](=O)[O-])c1 (configuration not stated)	2.8	4	-0.1	-8
71	Cc1ccc(NS(=O)(=O)c2cc3c4c(c2)CC(=O)N4CCC3)cc1Cl	-1.0	0	0.1	14
72	Cn1cnnc1SCC(=O)NCc1ccc(Cl)cc1	1.1	2	-0.1	-8

(further entries)
cpd	Compound	GPR151 ag	MITF inh	FBW7 act	TEAD-YAP block
73	O=c1cc(N2CCN(c3ccccc3)CC2)[nH]c(=O)n1-c1ccc(Cl)cc1	-0.5	0	-0.2	0
74	CCOc1cccc2c1OC1(C)CC2NC(=S)N1CCCOC (configuration not stated)	0.4	1	-0.1	-1
75	COc1cc(C(=O)Nc2nc3c(s2)CCCC3)cc(OC)c1OC	0.1	5	-0.3	-19
76	COCCCNC(=O)CN(c1ccc(Cl)c(Cl)c1)S(C)(=O)=O	0.2	-13	-0.2	-3
77	O=[N+]([O-])c1ccc(Cl)c(S(=O)(=O)Nc2ccccn2)c1	1.7	-1	-0.1	-11
78	CCc1ccc(OCC(O)Cn2c(SCCC(=O)O)nc3c2c(=O)[nH]c(=O)n3C)cc1 (configuration not stated)	0.7	-7	0.5	4
79	Nc1nc(SCC(=O)Nc2ccc(S(N)(=O)=O)cc2)nc2sc3c(c12)CCCC3	-0.1	-4	-0.1	-14
80	Cc1cc(Nc2ccc(N3CCOCC3)cc2)nc(-c2c(C)noc2C)n1	-2.1	17	0.8	-27

The list goes on.
cpd	Compound	GPR151 ag	MITF inh	FBW7 act	TEAD-YAP block
81	CN1CCN(C(=O)N2c3ccccc3CCc3ccccc32)CC1	-0.1	-10	-0.1	-2
82	COc1ccccc1OCC(=O)Nc1ccc(-n2nncc2C(C)(C)C)cc1	1.2	3	0.0	6
83	Cc1ccccc1C1=N/C(=C/c2cccc(C(F)(F)F)c2)C(=O)O1	-0.7	-2	0.1	4
84	CCN(CC)S(=O)(=O)c1c(C)cc(C)cc1C	-0.6	1	0.1	-3
85	Cc1ccccc1C(NC(=O)C1CCN(C(=O)c2ccco2)CC1)c1ccccn1 (configuration not stated)	-0.6	17	0.2	-4
86	CC(=O)Nc1ccc2nc(CN3CCC(CO)(CC4CCCCO4)CC3)ccc2c1 (configuration not stated)	-0.3	8	0.1	15
87	COCCn1c(C)cc(/C=N/N2C(=O)c3cccc4c([N+](=O)[O-])ccc(c34)C2=O)c1C	-0.7	-7	-0.1	0
88	O=C(O)c1cnn(-c2ccccc2)c1-n1cccc1CNCc1ccc(F)cc1	-1.4	-5	-0.1	-8
89	NC(=O)c1ccc(-n2nnnc2SCc2ccccc2Br)cc1	-1.3	-10	0.1	-12
90	CCOC(=O)c1ccc(NC(=O)Cn2nc([N+](=O)[O-])c(Br)c2C)cc1	-0.8	-9	0.1	-3
91	COc1cc(C2NC(=O)N(C)C(C)=C2C(=O)OCCC(C)C)cc(Br)c1O (configuration not stated)	0.6	7	-0.1	0
